# aSyn tox rescue – rescues yeast growth from alpha-synuclein toxicity; Potency, µM (series often up to 46.1 µM), inactives show top-dose growth rescue (activation), usual class: activators; actives 0.02% (n = 94,000); S. cerevisiae alpha-synuclein toxicity rescue, BacTiter-Glo growth, 24 h; active = well fitted activation curve with a large enough effect; inconclusive = small, poorly fitted or top-dose-only effect; also: 0% is about no effect
#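 Growth restoration measured by BacTiter-Glo luminescence after 24 hr at 30 deg C; alpha-synuclein yeast, raffinose-pregrown to mid-log, were added at OD600=0.02 in galactose medium onto pinned compounds.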
# Numbers without * were called inactive; ? = inconclusive; & = joins results of further samples. Potency is read from the fitted curve at half-maximal effect. An excerpt (hit frequency here may not be typical).
SMILES | aSyn tox rescue
O=C1CC(NS(=O)(=O)c2cccs2)CN1c1cccc(F)c1 (configuration not stated) | -28%
CCOC(=O)c1oc2c(c1C)-c1nn(Cc3ccc(Cl)cc3)cc1CC2 | 8%
NC(=O)c1ccc(SCC(=O)OCC(=O)N2CCCCC2)c([N+](=O)[O-])c1 | -4%
COc1ccc(-c2noc(N3CCCC(C(=O)Nc4ccccc4F)C3)n2)cc1 (configuration not stated) | -5%
CC(C)C(NS(=O)(=O)c1cccc2cccnc12)C(=O)Nc1ccc(OC(F)(F)F)cc1 (configuration not stated) | -9%
CN(CC(=O)Nc1cccc(F)c1)C(=O)c1cccc(S(=O)(=O)N2CCN(Cc3ccccc3)CC2)c1 | 8%
COc1cccc(-c2cn3c(n2)sc2cc(C(=O)NCCc4ccc(OC)c(OC)c4)ccc23)c1 | 3%
Cc1cc(NC(=O)C(C)SCC(=O)N(Cc2ccccc2)c2ccccc2)no1 (configuration not stated) | 3%
CCNC(=O)COC(=O)Cc1ccc(Cl)cc1Cl | 10%
Cc1ccc(-c2nnn3c2nc(NCC(C)c2ccccc2)c2ccccc23)cc1 (configuration not stated) | 2%
CSc1ccc(/C=C/C(=O)N2CCCN(C)CC2)cc1 | 1%
Cc1cccc(-n2c(C)nc3cc(C(=O)NCCC4=CCCCC4)ccc32)c1 | 1%
CCOc1cc2[nH]c(=O)n(CCCCC(=O)N3CCN(c4ccc(OC)cc4)CC3)c(=O)c2cc1OCC | 5%
CC1=C(C(=O)Nc2ccccc2)C(c2cccs2)n2nc(SCc3ccccc3F)nc2N1 (configuration not stated) | -10%
CS(=O)(=O)Nc1nc2n(n1)C(c1ccccc1)CC(c1ccccc1)N2 (configuration not stated) | 3%
CCOCCn1c(SCC(=O)OCc2ccccc2)nc2c1c(=O)[nH]c(=O)n2C | 10%
CN1CCN(CCCC(=O)c2ccc(C3CCCC3)cc2)CC1 | -8%
O=C(NC1CCCCC1)c1ccc2c(c1)sc1nc(-c3ccccc3)cn12 | -3%
CCc1ccc(NC(=O)CSc2nc3nc(C)cc(C)n3n2)cc1 | -5%
COC(=O)NCC(c1ccco1)N1CCN(c2ccc(F)cc2)CC1 (configuration not stated) | -4%
CCCCNc1cc(N2CCN(C3CCCCC3)CC2)c2noc3c2c1C(=O)c1ccccc1-3 | -7%
O=C(O)c1ccc(N2C(=O)c3[nH]nc(-c4ccccc4)c3C2c2cccc(F)c2)cc1 (configuration not stated) | 3%
Cc1ccc(C(=O)Nc2nnc(S(=O)(=O)N(C)Cc3ccc(F)cc3)s2)cc1 | 2%
COc1ccc(NC(=O)Nc2nnc(N(CC(C)C)CC(C)C)s2)c(OC)c1 | 1%
CCOC(=O)c1ccc(NC(=O)c2ncn3c2C(=O)NC[C@H]3C)cc1 | 0%
COc1ccccc1N1C(N)=NC(N)=NC1(C)C | -8%
CCCCN1C(=O)C(CC(=O)NCCCCc2ccccc2)CC(C(=O)N(C(C)C)C(C)C)=C1C (configuration not stated) | -3%
Cc1noc(/C=C/N(C)C)c1S(=O)(=O)N1CCCC(C(=O)Nc2cccc(F)c2)C1 (configuration not stated) | 26%
O=C(COc1ccc(Cl)cc1Cl)NC1CC1 | -1%
COc1ccc(S(=O)(=O)N2CCC(C(=O)Nc3c(F)cccc3F)CC2)cc1 | -4%
Cc1ccc(N2CCN(/N=C/c3ccccc3)CC2)cc1 | -5%
O=C(C1=C(O)C(=O)N(CC2CCCO2)C1c1ccccc1)c1ccco1 (configuration not stated) | 1%
COc1ccc(NC(=S)N2CCC(NC(=O)C3CCCCC3)CC2)cc1 | -8%
CN1C(=O)Cc2cc(S(=O)(=O)CCC(=O)N3CCN(c4cccc(Cl)c4)CC3)ccc21 | -7%
Cc1cc(C)c(-c2csc(-c3cc4ccccc4oc3=O)n2)cc1C | 6%
O=C(CSc1nncn1-c1ccccc1)Nc1c(F)cccc1F | -19%
COc1ccc(CNC(=O)CN(Cc2ccc(F)cc2)C(=O)CCC(=O)Nc2nccs2)cc1 | 1%
COc1ccccc1C(=O)Nc1ccccc1OCc1cc(=O)n2cc(C)sc2n1 | -7%
COc1ccc(S(=O)(=O)NCc2ccc3c(c2)CCN3C(C)=O)cc1OC | 1%
CCOc1ccccc1CNC(=O)CN(c1ccc(C)cc1)S(=O)(=O)N(C)C | 8%

# Arranged by length of the SMILES (ascending): part of the list above.
SMILES | aSyn tox rescue
O=C(COc1ccc(Cl)cc1Cl)NC1CC1 | -1%
COc1ccccc1N1C(N)=NC(N)=NC1(C)C | -8%
Cc1ccc(N2CCN(/N=C/c3ccccc3)CC2)cc1 | -5%
O=C(CSc1nncn1-c1ccccc1)Nc1c(F)cccc1F | -19%
Cc1cc(C)c(-c2csc(-c3cc4ccccc4oc3=O)n2)cc1C | 6%
O=C(C1=C(O)C(=O)N(CC2CCCO2)C1c1ccccc1)c1ccco1 (configuration not stated) | 1%
COc1ccc(S(=O)(=O)NCc2ccc3c(c2)CCN3C(C)=O)cc1OC | 1%
CCOc1ccccc1CNC(=O)CN(c1ccc(C)cc1)S(=O)(=O)N(C)C | 8%
COc1ccc(S(=O)(=O)N2CCC(C(=O)Nc3c(F)cccc3F)CC2)cc1 | -4%
COc1ccc(CNC(=O)CN(Cc2ccc(F)cc2)C(=O)CCC(=O)Nc2nccs2)cc1 | 1%
Cc1noc(/C=C/N(C)C)c1S(=O)(=O)N1CCCC(C(=O)Nc2cccc(F)c2)C1 (configuration not stated) | 26%
CN1C(=O)Cc2cc(S(=O)(=O)CCC(=O)N3CCN(c4cccc(Cl)c4)CC3)ccc21 | -7%
CCCCN1C(=O)C(CC(=O)NCCCCc2ccccc2)CC(C(=O)N(C(C)C)C(C)C)=C1C (configuration not stated) | -3%

# Remaining list, next part.
SMILES | aSyn tox rescue
O=[N+]([O-])c1ccc(N2CCCC2)c([N+](=O)[O-])c1 | 0%
O=C(CN1CCN(c2ccccc2)CC1)N1CCc2ccccc21 | 8%
CCSc1cc(N2CCCC2)nc(-c2cccc(C)c2)n1 | -1%
CC(=O)Nc1ccc(NC(=O)Nc2ccccc2C)cc1 | -3%
CN1OC[C@@H]2CN[C@H](c3ccc(-c4ccc(C#N)cc4)cc3)C[C@@H]21 | -10%
CCn1c(C)nc2cc(C(=O)NNC(=S)Nc3ccc(Cl)cc3)ccc21 | -13%
CC1CCCN(C(=S)NC2CCCC2)C1 (configuration not stated) | 7%
COc1cccc(N2CC(NC(=O)/C=C\c3ccccc3)CC2=O)c1 (configuration not stated) | -4%

# Next part.
Structure,aSyn tox rescue
CCOc1ccc(NC(=O)C(C)Sc2nnc3cc(C)c4ccccc4n23)cc1 (configuration not stated),8%
CC(CC(=O)NNC(=O)c1ccncc1)c1ccccc1 (configuration not stated),-5%
CCCCOc1ccc(N2CC(C(=O)NCCc3ccc(OC)c(OC)c3)CC2=O)cc1 (configuration not stated),-1%
COc1cccc(OCCSc2nc3ccccc3n2CC(=O)N2CCOCC2)c1,6%
O=CNC(n1cnc2c(N3CCOCC3)ncnc21)C(Cl)(Cl)Cl (configuration not stated),-10%
Cc1ccc2c(c1)C1(C(=O)N2)N2CCCC2C(C(=O)c2ccc3ccccc3c2)C12C(=O)Nc1ccccc12 (configuration not stated),17%
COc1ccc2c(C(=O)CN3CCSCC3)c[nH]c2c1,-17%
CCOc1ncccc1C(=O)Nc1cccc(-c2nc3cccnc3s2)c1,10%
COc1ccc(N2CCN(C(=O)c3cc(NS(=O)(=O)c4ccc(F)cc4)ccn3)CC2)cc1,4%
CC(C)c1ccc(/C=c2\sc3n(c2=O)C(N)=C(C#N)C(c2ccc(C(C)C)cc2)C=3C(N)=O)cc1 (configuration not stated),2%
COc1ccc(C(=O)CCC(=O)Nc2ccc(C)c(Cl)c2)cc1,-6%
O=C(CCn1c(=O)c2cccn2c2cccnc21)N1CCN(c2cccc(Cl)c2)CC1,13%
Cc1ccc(-c2cc(C(=O)Nc3ccc(S(=O)(=O)Nc4onc(C)c4C)cc3)c3ccccc3n2)cc1,2%
CC(=O)Nc1c([N+](=O)[O-])cc2[nH]c(=O)[nH]c2c1[N+](=O)[O-],1%
CN(C1CCCCC1)S(=O)(=O)c1ccc2c(c1)c(=O)c(C(=O)NCCc1ccc(Cl)cc1)cn2C,-1%
CC(C)[C@H](NC(=O)c1ccco1)C(=O)OCC(=O)N(C)c1ccccc1,-1%
c1ccc(CSc2nc3ccccc3[nH]2)cc1,2%
COc1cccc(Cn2c(=O)n(CC3CCC(C(=O)N4CCCCC4)CC3)c(=O)c3sccc32)c1 (configuration not stated),23%
COc1ccc(C2C=C(c3cccc(OC)c3)Nc3c(C(=O)Nc4ccccc4)cnn32)cc1 (configuration not stated),21%
CCOC(=O)c1ccc(NC(=O)c2c(NCc3sccc3C)sc3c2CCCCC3)cc1,0%
O=C(Nc1ccc(F)cc1)C(Cc1ccccc1)n1cccc1 (configuration not stated),-15%
CCN1C(=O)C(Cc2nc3ccccc3c(=O)n2-c2ccc(OC)cc2)c2cc(C)ccc21 (configuration not stated),-14%
CN(Cc1ccccc1)C(=O)CN1C(=O)c2ccc([N+](=O)[O-])cc2C1=O,17%
Cc1cccc(-c2noc(CN(C(=O)c3ccc(C)c(C)c3)C(C)C)n2)c1,7%
Cn1cccc1-c1cc(C(=O)N/N=C/c2cccc(O)c2)[nH]n1,-11%
COc1ccc(COC(=O)c2[nH]c3c(c2C)C(=O)CC(c2ccc(OC)c(OC)c2)C3)cc1 (configuration not stated),2%
Cc1c(C)c(C)c(S(=O)(=O)Nc2ccc3[nH]c(=O)[nH]c3c2)c(C)c1C,-7%
Cc1cccc(NC(=O)Cn2c(=O)n(CCCCCC(=O)NCc3ccc4c(c3)OCO4)c(=O)c3sccc32)c1,-2%
CCSc1ncc(Cl)c(C(=O)Nc2ccc(S(=O)(=O)N(C)c3ccccc3)cc2)n1,-2%
N#CC1(NC(=O)COC(=O)Cc2c[nH]c3ccccc23)CCCCC1,-14%
O=C(c1ccc2c(=O)n3c(nc2c1)CCCCC3)N1CCN(c2ccccc2)CC1,-4%
CCC(C)(C)NC(=O)Cc1ccc(F)cc1,1%
Cn1c(N2CCN(S(=O)(=O)c3ccc(F)cc3)CC2)nc2ccccc21,15%
CC(NC(=O)CCc1cn(Cc2ccccc2Cl)c2ccccc12)c1ccccc1 (configuration not stated),-8%
COc1ccccc1-c1noc(CCCC(=O)Nc2cc(C)ccc2C)n1,5%
CC(=O)c1cc2c(cc1NC(=O)CSc1ncccn1)OCO2,-7%
CCCCCCNC(=O)O[C@H]1C[C@H](C(=O)OC)[C@H](C(=O)OC)C2CN(S(=O)(=O)c3ccc(C)cc3)C[C@@]21O (some centres not stated),5%
CC(C)(C)c1ccc(OCC(=O)NCCN2CCOCC2)cc1,4%
Cc1ccc(C(=O)c2cn(Cc3cccc(F)c3)c3nc(C)ccc3c2=O)cc1,0%
Cc1ccc(-n2c(=O)c3c(C)c(C)sc3n(Cc3ccc(F)cc3Cl)c2=O)cc1C,3%
O=C(O)CCc1ccc(-c2ccccc2)n1-c1cccc(Br)c1,8%
Cc1nn(CCCC(=O)Nc2ccccn2)c(C)c1[N+](=O)[O-],6%
CCOc1ccc(S(=O)(=O)NCCc2sc3nc(-c4ccc(F)cc4)nn3c2C)cc1,9%
COc1ccc(CCNC(=O)c2csc3c2CCCCC3)c(OC)c1,6%
C[C@@H]1CCCCO[C@H](CN(C)S(=O)(=O)c2ccc(F)cc2)[C@@H](C)CN([C@H](C)CO)C(=O)c2cc(NC(=O)Nc3ccc(C(F)(F)F)cc3)ccc2O1,6%
CNC(=O)C1CCN(S(=O)(=O)c2c(C)noc2/C=C/c2ccc(OC)cc2)CC1,-4%
O=C(Nc1ccc(Cl)cc1)c1cc2nc(-c3ccc4c(c3)OCO4)cc(C(F)(F)F)n2n1,-3%
Cc1ccc2oc(=O)c3cc(C(=O)Nc4ccc(C)c(F)c4)sc3c2c1,5%
O=C1c2ccccc2C(=O)N1CCc1c[nH]c2ccc(O)cc12,2%
C[C@@H]1CN([C@H](C)CO)C(=O)c2cc(C#CC(C)(C)O)cnc2O[C@@H]1CN(C)C(=O)C1CC1,6%

# Further results follow:
Structure,aSyn tox rescue
COc1ccc(CC(=O)OCC(=O)NC2CCCCCC2)cc1OC,-8%
O=C(c1nc(-c2ccc(Cl)cc2)n2c1CCCCC2)N1CCN(c2ccccc2F)CC1,?
CC(C)NC(=O)Nc1ccc2c(c1)C(=O)N([C@H](C)CO)C[C@H](C)[C@@H](CN(C)Cc1ccc(C(F)(F)F)cc1)OCCCC[C@@H](C)O2,4%
CCOC(=O)C1CCN(C(=O)c2cc3ccc4ccc(C)[nH]c4c3n2)CC1,0%
CC(=O)COC(=O)c1cccc(N2C(=O)C3C4C=CC(C4)C3C2=O)c1 (configuration not stated),-8%
COc1ccc(-n2c(=O)c3c4c(sc3n3c(SCCC(C)C)nnc23)COC(C(C)C)C4)cc1 (configuration not stated),-4%
CSc1oc(-c2ccc(F)cc2)nc1S(=O)(=O)c1ccc(Br)cc1,10%
Cc1ccc(NC(=O)C2C3C=CC4(CN(Cc5cccnc5)C(=O)C24)O3)cc1F (configuration not stated),4%
Cc1nc(N)sc1-c1csc(Nc2cc(N(C)C)ccc2Cl)n1,-4%
COc1ccc(NC(=O)c2cc(S(=O)(=O)N3CCOCC3)cn2C)cc1Cl,7%&-13%
COc1ccc(-c2ccc(CN3C(C)C(=O)N(Cc4cn(CCC5OCCCO5)nn4)CCS3(=O)=O)cc2)cc1 (configuration not stated),12%
COc1ccc(CCNC(=O)CS(=O)(=O)Cc2nc(-c3cccc(Cl)c3)oc2C)cc1OC,3%
O=C(O)CCC(=O)Nc1ccc(Oc2ncnc3cc(Cl)ccc23)nc1,1%
CCOc1ccc(C2C(C(=O)Nc3ccccc3OC)=C(C)Nc3c(C(=O)Nc4cccc(C)c4)cnn32)cc1 (configuration not stated),5%
Cn1ccnc1Sc1cc(Cl)ccc1[N+](=O)[O-],-9%
